# GAA glycogen – inhibitors or activators of human alpha-glucosidase glycogen cleavage | recombinant GAA, glycogen substrate, Amplex Red glucose oxidase fluorescence | Potency, µM (top dose mostly 76.4 µM), without a hit: at the top dose activity change, negative = inhibition, most hits filed as inhibitors | 0.38% of 300,000 active | AID 2100;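 also: 0% = full enzyme reaction and -100% = no-enzyme basal signal; the screen sought inhibitors and activators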
#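 Natural-substrate format: glycogen cleavage by 4 nM human enzyme, glucose read by Amplex Red coupling (Ex 573, Em 610 nm). Normalized to enzyme and no-enzyme controls.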
# GAA inh – inhibitors of human lysosomal alpha-glucosidase. purified human GAA, 4-MU-alpha-glucoside fluorescence. Potency, µM (series often up to 76.9 µM), inactives show at the highest dose activity change, negative = inhibition, usual class: inhibitors. 0.005% of 200,000 active;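 also: plate controls were uninhibited enzyme wells for no effect and no-enzyme background for full effect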
#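 AC50 values come from Hill fits of compound titrations (up to 77 uM) against 4 nM human enzyme. Substrate 4-methylumbelliferyl-alpha-D-pyranoside at 400 uM, pH 5.0 citrate buffer, 20 min room temperature; fluorescence Ex 365/Em 440 after alkaline stop.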
# TRb SRC2 PPI – inhibitors of human thyroid hormone receptor beta-SRC2 interaction | 0.065% of 280,000 active | AID 1469 | P10828 | Potency, µM (series often up to 106 µM), inactives show top-dose activity change, negative = inhibition, actives largely listed as inhibitors | TRbeta-SRC2 peptide binding, fluorescence polarization; receptor liganded with 1 µM T3;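 also: plate controls were bound peptide for no effect and peptide without receptor for full effect; nearly all actives have a fitted effect of over 50% in size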
#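 Human TRb LBD (0.6 uM) plus Texas Red-labeled SRC2 peptide (20 nM), 1uM T3, 5% DMSO, 5 hr at ambient temperature. Decreased polarization (555/632 nm) flags inhibition; data normalized to free and bound peptide controls.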
# TR SRC2 fluor cs – alters Texas Red total fluorescence, flagging assay interference; TRb/SRC2 Texas Red total fluorescence interference; Potency, µM (titrated, usually from 106 µM), for inactives: at the highest dose fluorescence change, negative = quenching; 0.29% of 280,000 active; AID 1479; active = well fitted curve in either direction with a large enough effect; inconclusive = small, poorly fitted or top-dose-only effect
#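 Flags fluorescent or light-absorbing compounds by total fluorescence, S + 2P, at 555 nm excitation and 632 nm emission. Mixture: 20 nM Texas Red SRC2 peptide, 0.6 uM human TRb LBD, 1 uM T3, 5% DMSO; compound exposure 5 h at ambient temperature.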
# RECQ1 helicase – RECQ1 (human) helicase inhibition. RECQ1 DNA unwinding, red fluorescence kinetic read. AID 2549. P46063. Potency, µM (highest dose often 57.3 µM), inactives show at the top dose activity, negative = inhibition, usual class: inhibitors. 0.54% of 240,000 active;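 also: plate controls were vehicle for no effect and no enzyme for full effect; nearly all actives have a fitted effect of over 30% in size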
#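 50 nM RECQ1T1 preincubated 15 min with compound in Tris pH 8.0 buffer with MgCl2, DTT, Tween-20 and 2.5 ug/ml poly(dI-dC); started with 200 nM TAMRA/BHQ-2 forked duplex and 2 mM ATP. Unwinding read as fluorescence (525/598 nm), two reads 2 h apart.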
# GAA spleen mod – inhibitors or activators of human alpha-glucosidase in spleen homogenate | P10253 | human spleen homogenate, 4-MU-alpha-glucoside fluorescence | Potency, µM (doses to about 79.9 µM), for inactives: at the top dose activity change, negative = inhibition, hits mostly inhibitors | 0.006% of 240,000 active;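 also: 0% = enzyme with vehicle and -100% = no enzyme basal signal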
#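 Enzyme source: human spleen homogenate, 1 ug/well. Buffer 50 mM citric acid/K phosphate pH 5.0, 0.01% Tween-20. 4-MU-alpha-glucoside 1 mM; 37 C x 40 min; NaOH/glycine stop; fluorescence.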
# L3MBTL1 inh – inhibitors of human L3MBTL1; 0.66% of 230,000 active; Potency, µM (highest dose often 57.1 µM), inactives show top-dose activity, negative = inhibition, usual class: inhibitors; AlphaScreen L3MBTL1–H3K9me1 peptide binding; Q9Y468; also: nearly all actives have a fitted effect of over 60% in size
# Target sequence (Q9Y468 whole entry, looked up): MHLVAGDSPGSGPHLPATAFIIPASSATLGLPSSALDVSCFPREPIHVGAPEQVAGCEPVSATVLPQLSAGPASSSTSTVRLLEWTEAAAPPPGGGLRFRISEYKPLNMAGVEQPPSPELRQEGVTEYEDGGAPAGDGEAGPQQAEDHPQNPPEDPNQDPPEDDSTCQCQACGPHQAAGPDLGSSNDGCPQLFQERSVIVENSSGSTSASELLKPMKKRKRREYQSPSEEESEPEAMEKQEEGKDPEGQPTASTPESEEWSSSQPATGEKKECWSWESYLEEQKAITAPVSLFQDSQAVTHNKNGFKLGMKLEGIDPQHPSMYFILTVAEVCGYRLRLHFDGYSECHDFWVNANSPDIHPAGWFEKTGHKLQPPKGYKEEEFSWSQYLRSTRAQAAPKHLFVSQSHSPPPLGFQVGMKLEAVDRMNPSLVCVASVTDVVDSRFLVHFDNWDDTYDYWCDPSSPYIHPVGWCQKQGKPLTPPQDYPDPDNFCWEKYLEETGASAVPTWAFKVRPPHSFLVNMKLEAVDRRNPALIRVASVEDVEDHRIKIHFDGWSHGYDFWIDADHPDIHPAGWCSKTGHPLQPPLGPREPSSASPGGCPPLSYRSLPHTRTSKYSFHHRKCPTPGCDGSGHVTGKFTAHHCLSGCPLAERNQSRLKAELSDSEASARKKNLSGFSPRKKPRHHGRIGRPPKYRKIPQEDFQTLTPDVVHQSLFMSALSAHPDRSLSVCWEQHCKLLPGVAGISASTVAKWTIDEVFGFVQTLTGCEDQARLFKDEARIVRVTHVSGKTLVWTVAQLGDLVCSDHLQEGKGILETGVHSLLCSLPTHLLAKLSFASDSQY
#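 L3MBTL1 (50 nM) pre-complexed 30 min with biotinylated H3(1-15)K9me1 peptide (75 nM), then compounds added for 30 min at room temperature; AlphaScreen streptavidin donor/nickel chelate acceptor beads (10 ug/mL final) read after 30 min dark incubation.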
# RGS12 GoLoco inh – RGS12 GoLoco-Gai1 interaction inhibition; P63096; Gai1:RGS12 GoLoco peptide FP, rhodamine, 10 min; Potency, µM (doses to about 61.6 µM), inactives show at the top dose activity, negative = inhibition, most hits filed as inhibitors; 0.44% of 230,000 active; active = well fitted inhibition curve with a large enough effect, not every such curve was filed as active; inactive = no such curve, though single readings can be large or run the other way; also: nearly all actives have a fitted effect of over 30% in size; many of its hits are not listed in these tables
# An asterisk follows results filed as active; i = inactive; ? = inconclusive; / = no result given; & = joins results of further samples; [ ] = another dose, or the depositor's remark. Unless noted, calls follow the shape of the dose curve; as a rule, active = well fitted curve in the direction sought with a large enough effect; inconclusive = small, poorly fitted or top-dose-only effect, or another doubt; inactive = no such curve, though single readings can be large; an effect the other way counts as inactive or inconclusive. Unless noted, % is scaled to controls: 0 for no effect and ±100 for the full control effect; potency is read from the fitted curve at half-maximal effect.
SMILES,GAA glycogen,GAA inh,TRb SRC2 PPI,TR SRC2 fluor cs,RECQ1 helicase,GAA spleen mod,L3MBTL1 inh,RGS12 GoLoco inh
COC(=O)c1c(NC(=O)CN2CCN(Cc3ccc4c(c3)OCO4)CC2)sc(C)c1C,-1%,?,4%,1%,-5%,2%,-4%,-3%
COc1ccc(OCc2nc3ccccc3n2C(C)C)cc1,8%,-8%,20%,13%,i,1%,5%,7%
Cc1cc(NC(=O)C(C)C)ncc1NC(=O)Cc1ccccc1,-2%,0%,-1%,-4%,-3%,5%,-1%,-2%
COCCNC(=O)CN(c1cc(Cl)ccc1OC)S(=O)(=O)c1ccc(C)c([N+](=O)[O-])c1,22%,13%,-1%,-1%,i,-4%,-3%,7%
N#C/C(=N/Nc1ccccc1F)C(=N)N1CCOCC1,4%,?,-6%,-1%,-14%,-2%,8%,6%
CS(=O)(=O)NCc1ccc(C(=O)NCc2ccccc2)cc1,9%,-4%,1%,-3%,?,5%,/,-8%
COc1ccc(CCNC(=O)Cn2nnc(-c3ccc(N(C)C)cc3)n2)cc1OC,-5%,-4%,2%,-3%,1%,-14%,-3%,-8%
COC(=O)CN1CCN(C(=O)c2ccc(F)cc2)c2ccccc2C1,1%,-5%,-1%,-2%,i,-1%,-6%,0%
COc1ccccc1CC(=O)N1CCCC1,4%,-2%,-10%,0%,-5%,2%,-4%[11.4 µM],12%
CCOC(=O)c1c(NC(=O)COc2ncnc3ccccc23)sc(C(C)=O)c1C,2%,-2%,5%,1%,-6%,-3%,1%,33%[activator]
Cn1ccnc1C(O)c1ccco1 (stereo not drawn),1%,-22%,-1%,-1%,-2%,-5%,-10%[11.4 µM],-3%
CCOC(=O)CC(=O)CSc1ncc(C(=O)OCC)c(N)n1,-3%,0%,2%,0%,-1%,-3%,5%,7%
C=CC[C@@H]1C=C[C@H](O/N=C(\C)CCN2CCc3nc(-c4ccccc4)c(-c4ccccc4)cc3C2)[C@H](CO)O1,/,/,-1%[11.2 µM],0%[11.2 µM],-2%[11.5 µM],2%[17.4 µM],/,/
Cc1ccc2nc(SC(C)C(=O)N3CCCCC3)[nH]c2c1 (stereo not drawn),6%,-11%,-14%,-2%,-7%,-9%,-1%,5%
Brc1ccc2[nH]c3c(c2c1)CCC3,-7%,-3%[15.4 µM],-7%,-1%,-1%,-1%,-5%,12%
COC(=O)c1ccccc1NC(=O)c1c(O)c2cccc3c2n(c1=O)CCC3,6%,-10%,-4%,2%,-11%,-9%,0%,-4%
Cc1ccc(N2C(=O)[C@@H]3[C@H](C2=O)C2c4ccccc4C=CN2[C@@H]3C(=O)c2ccco2)cc1 (stereo partly drawn),-7%,-3%,3%,-2%,-6%,-3%,-8%,118%[activator]
COc1ccc(-c2nnn(CC(=O)N(CC3CCCO3)C(C(=O)NC(C)(C)C)c3ccco3)n2)cc1OC (stereo not drawn),-12%,-3%,-10%,-4%,i,-4%,/,4%
Cc1cc(/C=C/C(=O)O)c(C)n1-c1ccc(Cl)cc1,10%,0%,-5%,2%,i,-3%,-5%,6%
CCC(CO)N=CC1=C(O)C(C(=O)c2ccccc2)CCC1=O (stereo not drawn),-11%,-3%,-2%,-2%,-8%,4%,1%,2%
C(=N\n1cnnc1)/c1cccn1-c1ccccc1,-22%,7%,-21%,-3%,-5%,4%,-8%,3%
O=C(CN1CCOCC1)OCCCc1ccccc1,7%,3%,-7%,1%,-3%,-14%,/,-3%
O=c1ccnc(Nc2ccc(Cl)cc2)[nH]1,-1%,/,7%,-1%,-8%,-7%,11%,2%
CC(c1nnc(SCC(=O)Nc2cccnc2Cl)n1-c1ccccc1)N(C)C (stereo not drawn),-7%,9%,1%,5%,i,0%,9%,-11%
O=C(Cn1nnc(-c2cccs2)n1)NCc1cccs1,-13%,1%,-2%,-1%,1%,0%,-22%,2%

# Part of the list above, with bars between the fields.
Compound | GAA glycogen | GAA inh | TRb SRC2 PPI | TR SRC2 fluor cs | RECQ1 helicase | GAA spleen mod | L3MBTL1 inh | RGS12 GoLoco inh
COC(=O)CN1CCN(C(=O)c2ccc(F)cc2)c2ccccc2C1 | 1% | -5% | -1% | -2% | i | -1% | -6% | 0%
COc1ccccc1CC(=O)N1CCCC1 | 4% | -2% | -10% | 0% | -5% | 2% | -4%[11.4 µM] | 12%
CCOC(=O)c1c(NC(=O)COc2ncnc3ccccc23)sc(C(C)=O)c1C | 2% | -2% | 5% | 1% | -6% | -3% | 1% | 33%[activator]

# More records:
SMILES,GAA glycogen,GAA inh,TRb SRC2 PPI,TR SRC2 fluor cs,RECQ1 helicase,GAA spleen mod,L3MBTL1 inh,RGS12 GoLoco inh
O=C(Nc1ccccc1)C(O)C(O)C(=O)Nc1ccccc1 (stereo not drawn),5%,-1%,-4%,-1%,-11%,3%,-12%,7%
CCCOc1ccccc1NC(=O)c1c(-c2ccccc2)noc1C,-4%,-1%,10%,-1%,-17%,-3%,-20%,-2%
Cc1c(C(=O)Nc2ccc(F)cc2)nnn1-c1cccc(C(F)(F)F)c1,6%,-5%,-8%,-3%,-4%,3%,/,-1%
O=C(Nc1cc(C(F)(F)F)ccc1Cl)C(Sc1ccccn1)c1ccccc1 (stereo not drawn),-7%,-6%,5%,0%,0%,-2%,21%,3%
Cc1ccccc1-c1cc(C(=O)Nc2sc(C)c(C)c2C(N)=O)c2ccccc2n1,-12%,-14%,0%,2%,-7%,-2%,/,32%[activator]
Cc1ccc(Oc2cc(-n3nc(C)cc3C)ncn2)cc1,-1%,2%,4%,1%,i,-3%,26%,1%
COc1ccc(CCNC(=O)CSc2nc(C)cc(C)n2)cc1OC,-9%,3%,1%,-3%,i,-2%,-1%,-7%
CCCCCc1ccc(-c2ccc(OC)cc2)nc1,-12%,9%,2%,1%,0%,3%,6%,19%
O=S(=O)(Nc1ccccc1N1CCOCC1)c1ccc(Cl)s1,-1%,-1%,-9%,-2%,i,-7%,-2%,-15%
COc1ccccc1-c1nnc(NC(=O)c2ccc3ncsc3c2)o1,-3%,5%,1%[53 µM],-1%[53 µM],i,3%,30%[activator],-4%
COc1ccccc1NC(=O)COc1cc(Br)c(CNCCCN2CCOCC2)cc1OC,22%,6%,-5%,0%,16%,-15%,-9%,3%
CC[N+](CC)(CC)CCOc1ccc(/C=C/c2ccccc2)cc1,/,/,-6%,-2%,-4%,-4%,3%,-32%
COc1ccc(N2CCN(C(=O)CCCn3c(=O)[nH]c4cc(Cl)ccc4c3=O)CC2)cc1,-2%,-9%,-21%,0%,14%,1%,/,6%
c1ccc(CSC2=NCCCN2)cc1,11%,-10%,6%,-2%,-13%,-2%,/,8%
COc1cc(C(=O)NC(=S)NNC(=O)c2ccc3c(c2)OCO3)cc(OC)c1OC,-7%,/,1%,0%,-10%,-4%,/,2%
C/C(O)=C(/N=O)C(=O)Nc1ccccc1,4%,-3%,-5%,-2%,-1%,1%,-13%,-6%
N#CC(c1ccc(O)cc1)c1ncc(C(F)(F)F)cc1Cl (stereo not drawn),-3%,1%,3%,-2%,-1%,5%,16%,-12%
O=S(=O)(NC1CC1)c1ccc(S(=O)(=O)N2CCCC(c3nc(-c4cccnc4)no3)C2)cc1 (stereo not drawn),10%,-2%,-2%,-7%,-1%,0%,/,6%
CSc1cccc(NC(=O)Nc2ccc(Cl)cc2)c1,-8%,-6%,-1%,1%,-11%,-6%,3%,3%
CC(C)N1CCC2(CC1)C(C#N)=C(N)NC(S)=C2C#N,-15%,-1%,18%,-5%,-13%,-8%,-14%,/
Cc1nnc2sc(SCc3ccc(Cl)cc3)nn2c1=O,-4%,4%,-8%,-1%,1%,-4%,11%,3%
O=C(O)c1cc(Cl)c2ccccc2c1O,-5%,2%,3%,-5%,3%,-1%,-7%,9%
O=C(OCc1nc2ccccc2s1)C1CCN(C2=NS(=O)(=O)c3ccccc32)CC1,0%,-7%,1%,-8%,-4%,-16%,-6%,11%
COc1ccc(CCNC(=O)COc2ncnc3ccccc23)cc1,3%,2%,-2%,0%,-6%,-5%,5%,3%
O=C(c1ccccc1F)N1CCN(S(=O)(=O)c2ccc3c(c2)OCCO3)CC1,-5%,-8%[15.4 µM],0%,-4%,-9%,-16%,5%,-1%
COC(=O)C1=C(C)N(Cc2ccccc2)[C@]23O[C@](C(=O)OC)(C(=O)N2C1c1ccccc1)C1CCCC(=O)C13 (stereo partly drawn),/,/,-3%&4%[11.2 µM],?,-2%[11.5 µM],4%&-3%[17.4 µM],/,/
Cc1cc(C)cc(NS(=O)(=O)c2cc(C(=O)NCc3ccccn3)ccc2Cl)c1,-6%,-4%,2%,4%,-13%,6%,-2%,14%

# Entries from the list above that contain an aryl thioether with sulfur outside any ring:
SMILES,GAA glycogen,GAA inh,TRb SRC2 PPI,TR SRC2 fluor cs,RECQ1 helicase,GAA spleen mod,L3MBTL1 inh,RGS12 GoLoco inh
CCOC(=O)CC(=O)CSc1ncc(C(=O)OCC)c(N)n1,-3%,0%,2%,0%,-1%,-3%,5%,7%
Cc1ccc2nc(SC(C)C(=O)N3CCCCC3)[nH]c2c1 (stereo not drawn),6%,-11%,-14%,-2%,-7%,-9%,-1%,5%
CC(c1nnc(SCC(=O)Nc2cccnc2Cl)n1-c1ccccc1)N(C)C (stereo not drawn),-7%,9%,1%,5%,i,0%,9%,-11%
O=C(Nc1cc(C(F)(F)F)ccc1Cl)C(Sc1ccccn1)c1ccccc1 (stereo not drawn),-7%,-6%,5%,0%,0%,-2%,21%,3%
COc1ccc(CCNC(=O)CSc2nc(C)cc(C)n2)cc1OC,-9%,3%,1%,-3%,i,-2%,-1%,-7%
CSc1cccc(NC(=O)Nc2ccc(Cl)cc2)c1,-8%,-6%,-1%,1%,-11%,-6%,3%,3%
Cc1nnc2sc(SCc3ccc(Cl)cc3)nn2c1=O,-4%,4%,-8%,-1%,1%,-4%,11%,3%

# From PubChem

# These rows are one share of the data (hit frequency here may not be typical).
